Mdm2-MdmX inh: disrupts the human Mdm2-MdmX interaction; 3% of 330,000 active; inhibition, % at 8 µM; O15151+Q00987; AID 485346; SaOS-2 split-luciferase Mdm2/MdmX complementation, luminescence;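 active = inhibition of at least 50% at 8 µM in the primary screen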
Target sequence (O15151 whole entry, looked up): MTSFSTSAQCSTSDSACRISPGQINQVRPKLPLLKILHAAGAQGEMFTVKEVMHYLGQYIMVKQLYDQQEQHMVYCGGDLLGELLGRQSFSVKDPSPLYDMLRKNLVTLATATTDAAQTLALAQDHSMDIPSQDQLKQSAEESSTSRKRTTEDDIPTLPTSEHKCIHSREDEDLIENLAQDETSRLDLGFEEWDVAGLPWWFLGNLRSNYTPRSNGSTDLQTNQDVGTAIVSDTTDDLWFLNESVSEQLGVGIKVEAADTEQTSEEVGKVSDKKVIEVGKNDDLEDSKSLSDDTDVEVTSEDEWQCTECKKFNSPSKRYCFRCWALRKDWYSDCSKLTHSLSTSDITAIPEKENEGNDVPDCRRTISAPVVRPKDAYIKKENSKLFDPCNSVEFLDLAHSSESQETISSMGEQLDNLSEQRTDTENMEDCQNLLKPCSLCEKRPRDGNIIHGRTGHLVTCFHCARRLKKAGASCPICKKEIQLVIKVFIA
Target sequence (Q00987 whole entry, looked up): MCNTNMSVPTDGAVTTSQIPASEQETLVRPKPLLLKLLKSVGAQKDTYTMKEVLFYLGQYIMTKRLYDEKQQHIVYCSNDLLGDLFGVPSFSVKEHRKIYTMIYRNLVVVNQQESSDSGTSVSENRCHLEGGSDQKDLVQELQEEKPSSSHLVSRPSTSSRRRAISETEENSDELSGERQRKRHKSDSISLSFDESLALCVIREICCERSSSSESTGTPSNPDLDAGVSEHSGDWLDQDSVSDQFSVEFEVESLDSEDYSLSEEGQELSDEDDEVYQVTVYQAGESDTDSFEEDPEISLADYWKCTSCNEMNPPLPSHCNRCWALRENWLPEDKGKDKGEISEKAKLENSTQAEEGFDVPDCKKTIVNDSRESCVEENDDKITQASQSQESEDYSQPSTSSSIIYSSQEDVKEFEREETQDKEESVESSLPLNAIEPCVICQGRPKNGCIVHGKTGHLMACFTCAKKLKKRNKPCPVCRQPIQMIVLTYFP
tim23-1 inh: growth inhibitors of tim23-1 mutant yeast; S. cerevisiae tim23-1 growth, BacTiter-Glo luminescence, 24 h; inhibition, % at 20 µM; 1.3% of 330,000 active; AID 463212;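 active = growth inhibition of the mutant yeast at or above 50%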;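 note: temperature-sensitive mutant grown at 25 °C; plate controls were DMSO-treated mutant yeast for no effect and medium wells lacking yeast for full effect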
XBP1 UPR activ: activators of adaptive arm of unfolded protein response (XBP1) | CHO-XBP1 luciferase reporter, IRE1-XBP1 UPR activation, luminescence; percent of tunicamycin response, DMSO as zero | AID 463104 | activation, % at 20 µM | 0.33% of 330,000 active;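 active = versus positive control, 20 µM dose yields 30% or more activation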;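 note: 100% = tunicamycin at 10 µg/mL and 0% = DMSO only wells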
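Assay system: IRE1-XBP1 luciferase reporter CHO line. Input: 1000 cells/well. Buffer or medium: F12 with 10% serum. Doses: 20 µM, 1% DMSO. Times: overnight seeding at 37 °C, 6 h compound treatment at 37 °C. Technique: Steady-Glo luciferase glow luminescence, 10 min after reagent addition.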
Jurkat NFkB inh: inhibitors of the PMA/ionomycin-induced NF-kB reporter in Jurkat cells. PMA/ionomycin-induced NF-kB luciferase reporter, luminescence. inhibition, % at 4 µM. 0.53% of 330,000 active; in the data active = inhibition above about 50%
tim10-1 inh: inhibits growth of tim10-1 mutant yeast. S. cerevisiae tim10-1 ts strain growth, BacTiter-Glo, 24 h. inhibition, % at 20 µM. 2.2% of 330,000 active;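 active = inhibition of at least 40%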;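 note: mutant grown at 25 °C; 0% = DMSO wells with yeast and 100% = wells holding no yeast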
CHOP UPR activ: activators of apoptotic arm of unfolded protein response (CHOP) | AID 449763 | activation, % at 10 µM | CHO-CHOP luciferase reporter, UPR activation, luminescence; percent of tunicamycin response over DMSO baseline | 0.34% of 330,000 active;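 active = at 10 µM dose, activation of 40% or more, normalized to positive control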;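 note: 100% = tunicamycin at 10 µg/mL and 0% = DMSO alone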
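Material: CHO-CHOP cells, stable luciferase reporter of PERK-eIF2a-CHOP signalling; quantity: 500 reporter cells seeded per well; buffer or medium: F12 medium containing 10% fetal bovine serum; compound: one dose, 10 µM in 0.5% DMSO; incubation: 6 h compound treatment, 37 °C; measured by: Steady-Glo luciferase luminescence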
TIM10 inh: growth inhibitors of TIM10 yeast strain; S. cerevisiae TIM10 strain growth, BacTiter-Glo luminescence, 24 h; inhibition, % at 10 µM; 1.4% of 330,000 active; AID 463195;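 active = inhibition of 40% or more at the single tested concentration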;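 note: wild-type TIM10 isogenic control strain grown at permissive 25 °C; 0% = DMSO yeast wells and 100% = minimal medium wells without yeast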
697 NFkB inh: inhibitors of the PMA/ionomycin-induced NF-kB reporter in 697 B cells; 697 B-cell NF-kB luciferase reporter, 16 h; inhibition, % at 4 µM; 0.33% of 330,000 active; AID 435022; in the data active = inhibition above about 35%
The depositor's hits bear a star.

Value order – Mdm2-MdmX inh, tim23-1 inh, XBP1 UPR activ, Jurkat NFkB inh, tim10-1 inh, CHOP UPR activ, TIM10 inh, 697 NFkB inh
COc1ccc(S(=O)(=O)N(C)CC(=O)NCCCN2CCOCC2)cc1Cl
    -23, 4, 5, 7, 5, 1.3, -4, 11
COc1ccc2c(c1)C(=O)CC(c1ccc3c(c1)OCCO3)O2 (stereo not drawn)
    -19, 34, 0, -38, 39, 6.1, 14, -54
Cc1ccccc1NC(=O)c1c(F)c(F)c(F)c(F)c1F
    5, -10, -1, 11, 10, -1.5, 4, 17
CC(C)(C)n1nnnc1C(c1cccc(C#N)c1)N1CCN2CCCC2C1 (stereo not drawn)
    17, -1, -4, 1, -13, -1.4, -6, 8
COC(=O)C1=C(C)N(CCCC(=O)O)C(=O)NC1c1ccc(OC)cc1 (stereo not drawn)
    13, 14, 2, 7, 5, -1.3, 12, 16
Clc1cccc(CSc2nnc(-c3c[nH]c4ccccc34)o2)c1
    -19, 2, -2, -20, 24, -0.6, 19, -8
CCOc1ccccc1NC(=O)c1cc(-c2cc(OC)c(OC)c(OC)c2)nc2ccccc12
    55*, 27, 4, 13, 33, 4.3, 15, 3
O=C1c2ccccc2-c2n[nH]c3cccc1c23
    53*, 67*, 8, -12, 59*, 4.4, 33, 12
CCOc1ccc(N(CC(=O)NCCSc2ccccn2)S(=O)(=O)c2ccc(Cl)cc2)cc1
    -8, 13, -10, -11, 19, -0.7, 2, -27
S=c1[nH]ccn1-c1cccc(Cl)c1Cl
    1, 19, 1, 0, 17, 0.9, 20, 4
O=c1cc2[nH]c3ccccc3c(=O)n2nc1-c1ccccc1
    22, 32, 3, -11, 5, 3.1, -4, -47
CCC(=O)N1CCN(c2ccccc2NC(=S)NC(=O)c2ccco2)CC1
    15, 43, -6, 2, 34, 0.6, 32, 6
O=C(CSc1n[nH]c(=O)n1C1CC1)N1N=C(c2ccc(Cl)cc2)CC1c1ccco1 (stereo not drawn)
    9, 21, 5, 18, 18, -0.5, 10, 9
COc1ccc(C(C(=O)NC2CCCCC2)N(C(=O)CCl)c2ccc(OC)cc2)cc1 (stereo not drawn)
    100*, 17, -1, 93*, 36, 36, 13, 98*
CCN(C(=O)CSc1nc(N)cc(N)n1)C1CCS(=O)(=O)C1 (stereo not drawn)
    14, -12, -4, -3, -18, 1.2, -3, -5
Cc1c(-c2cccs2)[n+](=O)c2c(n1[O-])CCCC2
    -25, 15, 2, -1, 11, 1.4, 5, -36
CCOC(=O)N1CCN(C(=O)Cn2nc(C)c3sc4ccccc4c3c2=O)CC1
    -22, 24, -5, 4, 21, -3.6, 31, -2
Cc1ccc(S(=O)(=O)Nc2cc(-c3ccccc3)nn2C)cc1Cl
    -3, 13, -2, 16, -6, -0.9, 7, 0
COc1cc(NS(=O)(=O)c2ccc(NC(=S)NC(=O)c3ccccc3)cc2)nc(OC)n1
    13, 13, -3, -2, 8, 1.9, -8, -11
CC(=O)N1N=C(c2ccccc2)OC1c1cccnc1 (stereo not drawn)
    14, 0, 0, -9, 7, 0.6, -14, -3
Cn1nnc2cc(NC(=O)N3CC4(C)CC3CC(C)(C)C4)ccc21 (stereo not drawn)
    30, 17, -2, -2, 23, 2.1, 3, -3
COc1ccccc1C(c1nnnn1CC1CCCO1)N1CCC(C(N)=O)CC1 (stereo not drawn)
    13, 5, -3, -1, 1, 2.0, 17, 12
COC(=O)c1cnn(C(=O)c2ccccc2Br)c1N
    -10, 22, 0, -1, 29, 1.7, 1, 19
CCC(=O)NCCSc1c[nH]c2ccccc12
    -10, 8, 0, -7, 14, 0.6, 12, -12
CCc1ccc(-n2c(C)cc(/C=N/NC(=O)OC)c2C)cc1
    11, 18, 6, 8, 33, -1.0, 22, 16
CC1Sc2ccc(S(=O)(=O)CCC(=O)N3CCCCC3)cc2NC1=O (stereo not drawn)
    21, 16, -4, 10, 12, 2.9, 8, -29
O=C1CN(C(=O)CSc2ccc(-c3ccc(F)cc3)nn2)c2ccccc2N1
    10, 7, -1, 5, 15, 0.2, -1, 9
Cc1cc(=O)oc2cc(NC(=O)CCOc3ccccc3)ccc12
    2, -1, -2, -9, -13, 4.5, -3, 5
Cc1ccc(S(=O)(=O)N2CCN(C(=O)CSc3ccccn3)CC2)c(C)c1
    4, 32, 2, 22, 27, 0.5, -10, -18
COc1ccc(N2CCN(CC(=O)NC(=O)NCc3ccccc3)CC2)cc1
    -18, 6, -3, 2, 8, -0.7, 5, -3
Cc1cc(=O)nc2c3ccccc3n(CC(=O)NCCCN3CCCCC3C)n12 (stereo not drawn)
    1, -4, -4, -15, -9, -0.6, 3, -9
NS(=O)(=O)c1ccc(NC(=O)c2ccc(F)cc2F)c(NC(=O)c2ccc(F)cc2F)c1
    -1, 5, -4, -9, 15, -1.7, -5, 5
CCOc1ccc(C(=O)NCC(C)CN(C)C)cc1OCC (stereo not drawn)
    0, 9, -2, 7, 2, 0.9, 11, -17
C=CCn1c(O)c(C2=c3ccccc3=NC2=O)sc1=Nc1ccc(O)cc1
    78*, 38, 34*, 9, 63*, -0.4, 6, -11
N#Cc1ccc(C(=O)Nc2ccc3ccccc3c2)cc1
    -111, 10, -1, -177, 15, 3.0, -2, -200
CC(=O)CSc1ccc(C(=O)O)cn1
    9, 4, 0, -5, 9, 1.2, -3, 5
CCOC(=O)c1ccc(Oc2coc3cc(O)ccc3c2=O)cc1
    -14, 18, -4, -12, 18, 3.0, 21, -9
O=C(CS(=O)(=O)c1ccc(Br)cc1)N1CCOCC1
    -9, 3, 1, 23, 0, -1.1, 10, 1
CCOCCCn1c(SCc2ccccc2)nnc1-c1ccncc1
    4, 15, -3, -3, 8, 0.6, 10, -4
CC1CCCN(C(=O)COC(=O)c2ccc(=O)n(Cc3ccccc3)n2)C1 (stereo not drawn)
    1, 14, -1, 6, 4, -0.9, 1, 12
CCN(CC)CC#CCOC(=O)C(O)(c1ccccc1)C1CCCCC1 (stereo not drawn)
    17, 12, -9, -3, 12, 0.0, 10, 13
Cc1cccc2cc(C#N)c(SCCN3CCCCC3)nc12
    0, -5, -1, -1, 20, -0.1, 3, -16
CCC(Sc1nccn1C)C(=O)Nc1ccc(Cl)cn1 (stereo not drawn)
    10, 4, -5, -4, 4, -1.5, -8, 15
CC(=O)c1ccc(NC(=O)c2ccc(-n3cncn3)c([N+](=O)[O-])c2)cc1
    16, -7, -3, -6, 3, 2.0, -5, -2
CCN(CC(=O)Nc1ccc2c(c1)OCCO2)C(=O)c1ccccc1Br
    2, 27, 6, -13, 19, 2.2, 14, -24
COc1ccc(C2CC(=O)C3=C(C2)NC(C)=C(C#N)C3c2ccc(N(C)C)cc2)cc1 (stereo not drawn)
    12, 17, -2, -16, 23, 1.3, 4, -10
Clc1ccc(/C=C/c2ncc3ccccn23)cc1
    -1, 25, 0, -11, 31, 4.0, 17, 23
CC(C)CCN1CC(=O)N2Cc3[nH]c4ccccc4c3C[C@H]2C1=O
    10, 24, -3, 5, 8, 0.8, 14, 10
O=C(NCCN1CCOCC1)C1(C(F)(F)F)C/C(=C\Cc2ccccc2)CCCO1 (stereo not drawn)
    -6, 9, -2, -7, -3, -0.1, -5, 19
CC(=O)Nc1nnc(-c2ccccn2)o1
    -52, -10, -3, -8, -5, -0.8, -27, 0
C[n+]1cccc2ccc3c(c21)OC(N)=C(C#N)C3c1ccccc1 (stereo not drawn)
    19, 0, -1, 21, -12, -0.2, -10, -22
c1ccc(N2CC3CCc4ccccc4C3=N2)cc1 (stereo not drawn)
    -54, 38, 7, -71, 36, 4.9, 34, -107
N#Cc1cccc(C(=O)Nc2cc(S(=O)(=O)N3CCOCC3)ccc2N2CCCC2)c1
    31, -11, -1, 0, 1, -1.2, -2, 22
CCSc1nc2c(cnn2-c2ccccc2)c(=O)n1N
    -58, 7, 1, -69, -30, 6.5, -17, -78
Cc1cc(Cl)ccc1N1C(=O)CC(SCCC(=O)O)C1=O (stereo not drawn)
    8, 21, -1, 4, 11, -3.2, 12, 8
Cc1nn(CC(=O)NCc2ccc(Cl)cc2)c(C)c1[N+](=O)[O-]
    8, -7, 0, -4, 14, -0.5, -27, -27
O=C(CCNc1ccc(Cc2ccncc2)cc1)c1cccc([N+](=O)[O-])c1
    10, 23, -2, 12, 43*, 0.9, 31, 4
O=C(c1ccco1)n1nc(-c2ccc(Cl)cc2)nc1NCc1ccco1
    2, 11, 1, -35, 17, 3.2, 7, -50
Cc1ccc(C(=O)CSc2nnnn2C(C)C)c(C)c1
    21, 26, -4, -78, 34, -5.6, -9, -187
S=c1[nH]nc(-c2ccc(Br)o2)n1Cc1ccccc1
    0, 46, 0, -10, 38, 0.3, 46*, 13

Later entries
Value order – Mdm2-MdmX inh, tim23-1 inh, XBP1 UPR activ, Jurkat NFkB inh, tim10-1 inh, CHOP UPR activ, TIM10 inh, 697 NFkB inh
CCN(CC(=O)Nc1ccc2c(c1)OCCO2)C(=O)c1ccc(Cl)cc1Cl
    -91, 17, 2, -124, 12, 3.6, 3, -112
COC(=O)C1(CCSC)NC(c2ccco2)C2C(=O)N(C)C(=O)C21 (stereo not drawn)
    13, -4, 2, 11, 10, -1.9, -5, 4
COc1ccc(/C=C2/Sc3ccc(C(=O)N4CCOCC4)cc3NC2=O)cc1OC
    21, -6, 5, 10, 9, -0.1, -1, -1
Cn1c(NCCO)nc2c1c(=O)n(Cc1ccc(F)cc1)c(=O)n2C
    14, -10, 1, -14, 4, -0.7, -17, -7
CN(C)S(=O)(=O)NCC1CCCN(Cc2ccc(-c3ccccc3)cc2)C1 (stereo not drawn)
    -5, 15, -2, 1, -4, 1.5, 14, -7
Cc1cccc(C)c1Nc1nnc(SCC(=O)Nc2cc(S(=O)(=O)N3CCCCC3)ccc2Cl)s1
    0, 6, -1, -7, 12, 1.9, 5, -8
CCCCNC(=O)CSc1nccn1Cc1ccccc1
    4, 21, 1, -1, 2, -0.1, 10, -30
COc1ccc(NC(=O)NCc2ccncc2)c(OC)c1
    11, 8, 0, -2, 11, -1.4, 13, -4
CSc1nnc(CNC(=O)c2ccccc2)n1-c1ccc(F)cc1
    -37, 8, -1, 10, 15, -1.6, -2, 13
Cc1cccc(CNS(=O)(=O)c2ccc(-c3ccc(=O)[nH]n3)s2)c1
    21, 4, -3, 13, 1, -0.7, 3, 8
CCOc1ccc(N(C(=O)c2ccccc2Cl)C2=NC(C)(C)CS2)cc1
    -32, 45, -1, -20, 39, 1.3, 32, 1
O=C(Cn1nnc2ccccc21)N/N=C/c1ccco1
    -15, 2, -2, 1, -5, -0.6, -8, 7
Cc1ccc(NC(=O)COC(=O)Cc2ccccc2)cc1S(=O)(=O)N1CCOCC1
    16, 8, 0, 2, -7, 0.6, 0, 8
O=C(Nc1cccnc1)OC1CCCCC1
    20, 26, 3, -16, 43*, 0.1, 10, -13
O=C(CNS(=O)(=O)c1ccc(Br)cc1Cl)OCC(=O)N1CCCC1=O
    3, 12, 2, -8, 22, -0.4, 2, 4
Cc1ccnc(NC(=O)c2cccs2)c1
    -3, 17, 0, -61, 2, 4.1, 16, -59
Nc1c(C(=O)Nc2ccccc2)sc2nc(-c3cccnc3)ccc12
    13, -27, 2, -28, -26, 1.3, -6, -22
O=C(O)Cn1c(SCc2ccccc2)nc2ccccc21
    -15, 12, 0, 3, -10, -1.2, 4, 7
Cc1ccc(NC(=O)C(c2ccccc2)N2CCN(CC(=O)N3CCOCC3)CC2)cc1Cl (stereo not drawn)
    -1, 20, -1, 16, 8, 0.7, 7, 14
CCCCOC(=O)C1CCCC(C)N1 (stereo not drawn)
    6, 12, -7, 10, 17, -1.7, 9, 27
